ERa SRC1 inh: blocks coactivator binding to human estrogen receptor alpha; 86,000 compounds, 1.7% hits; P03372; AID 629; inhibition, % at 25.6 µM; TR-FRET ER-alpha LBD / SRC-1 peptide, estradiol-bound; in the data active means inhibition above about 50%;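 further: 0% = receptor plus peptide control and 100% = peptide only without receptor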
Target sequence (P03372 whole entry, looked up, the tested form may be a part): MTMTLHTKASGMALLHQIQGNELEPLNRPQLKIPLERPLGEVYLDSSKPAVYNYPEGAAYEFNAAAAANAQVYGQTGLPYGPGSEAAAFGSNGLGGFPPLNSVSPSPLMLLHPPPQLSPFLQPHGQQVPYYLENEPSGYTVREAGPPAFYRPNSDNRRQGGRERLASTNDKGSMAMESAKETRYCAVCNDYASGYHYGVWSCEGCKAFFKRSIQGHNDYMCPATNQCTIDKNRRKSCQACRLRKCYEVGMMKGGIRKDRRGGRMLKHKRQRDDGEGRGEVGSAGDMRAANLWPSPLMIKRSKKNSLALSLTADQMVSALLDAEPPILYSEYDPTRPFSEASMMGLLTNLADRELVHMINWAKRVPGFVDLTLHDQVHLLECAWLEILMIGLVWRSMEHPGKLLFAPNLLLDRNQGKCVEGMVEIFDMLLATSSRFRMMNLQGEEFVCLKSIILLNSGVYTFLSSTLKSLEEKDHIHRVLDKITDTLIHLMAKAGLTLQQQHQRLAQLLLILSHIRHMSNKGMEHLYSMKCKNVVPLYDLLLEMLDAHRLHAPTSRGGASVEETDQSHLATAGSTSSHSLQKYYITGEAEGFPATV
ERb SRC1 inh: ER-beta (human) coactivator binding inhibition. 86,000 compounds, 1.3% hits. inhibition, % at 25.6 µM. Q92731. TR-FRET ER-beta LBD / SRC1-Cy5 peptide binding; receptor agonist-loaded with 1 µM estradiol;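 active means compounds whose percent inhibition of the receptor-coactivator binding signal exceeds about 50% in the single-dose screen, limit read from the data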;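 further: 0% = receptor plus peptide wells without compound and 100% = peptide-only wells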
Target sequence (Q92731 whole entry, looked up, the tested form may be a part): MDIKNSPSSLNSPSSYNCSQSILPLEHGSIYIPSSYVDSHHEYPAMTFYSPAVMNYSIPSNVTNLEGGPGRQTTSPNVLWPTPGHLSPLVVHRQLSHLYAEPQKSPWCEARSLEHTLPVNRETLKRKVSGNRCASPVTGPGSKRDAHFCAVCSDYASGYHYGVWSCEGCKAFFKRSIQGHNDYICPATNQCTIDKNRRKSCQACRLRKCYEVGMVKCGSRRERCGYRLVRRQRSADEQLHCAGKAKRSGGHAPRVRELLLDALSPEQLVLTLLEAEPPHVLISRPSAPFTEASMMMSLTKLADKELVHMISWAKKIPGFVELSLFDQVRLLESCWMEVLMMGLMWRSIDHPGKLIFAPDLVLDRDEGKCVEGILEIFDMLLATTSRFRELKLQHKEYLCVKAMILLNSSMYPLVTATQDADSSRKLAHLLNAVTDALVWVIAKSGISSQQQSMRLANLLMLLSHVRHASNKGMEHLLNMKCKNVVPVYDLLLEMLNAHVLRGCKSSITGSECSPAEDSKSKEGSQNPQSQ
PLK1 inh: PLK1 (human) kinase inhibition. recombinant PLK1 kinase, TR-FRET peptide phosphorylation. inhibition, % at 10 µM. 97,000 compounds, 0.53% hits;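 active means inhibition of 50% or more in the single-concentration screen; inactive means inhibition below 50%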;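 further: 0% = DMSO max control and 100% = H-89 dihydrochloride min control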
FAK inh: FAK (human) kinase inhibition; Q05397; biochemical FAK kinase activity assay; inhibition, %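 (tested at 7 µM)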; 97,000 compounds, 0.84% hits; AID 727; in the data active means inhibition above about 19%;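 further: 0% = DMSO and 100% = reference compound high control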
HIV Rev-RRE inh: disrupts HIV-1 Rev binding to RRE RNA. Rev peptide-RRE RNA binding, FRET. 97,000 compounds, 0.79% hits. inhibition, % at 8 µM. P05866;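 active means inhibition above the screen-wide mean plus 3 SD, cut at about 35% in these data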;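 further: 0% = median DMSO wells and 100% = median Neomycin B control wells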
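Test system: labelled RRE RNA duplex and labelled Rev peptide. Times: 5 min compound–RNA preincubation, then 15 min with peptide, 25 °C. Doses: single-dose 8 µM. Measured by: FRET, excitation 480 nm, emission 540 nm donor and 671 nm acceptor. Measure: % inhibition of FRET ratio versus controls.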
ERa coact pot: enhances coactivator binding to human estrogen receptor alpha. coactivator binding (% of control), % at 25.6 µM. 86,000 compounds, 1.3% hits. P03372. TR-FRET ERalpha-LBD/SRC-Cy5 coactivator binding, 2 h; 100 = basal binding, no effect; in the data active means activity above about 200%;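 further: binding measured in presence of low estradiol as agonist stimulus; 0% = peptide alone without receptor and 100% = receptor with peptide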
PLK1 PBD inh: blocks phosphopeptide binding to human Plk1 polo box domain | P53350 | Plk1 PBD phosphopeptide binding, fluorescence polarization | inhibition, %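 (tested at about 20 µM)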 | 97,000 compounds, 0.13% hits | AID 693; in the data active means inhibition above about 34%, passing the limit was not always enough
Mac1 fbg inh: CD11b/CD18-fibrinogen binding inhibition | 93,000 compounds, 0.54% hits | AID 1497 | inhibition, % at 10 µM | P05107+P11215 | K562 CD11b/CD18 adhesion to fibrinogen, ATPlite luminescence; Mn2+ added to activate the integrin;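 active means primary inhibition of 50% or more at 10 µM, then 40% or more on retest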; further: some results filed as inactive read as strong as hits
Mac1 fbg enh: CD11b/CD18-fibrinogen binding enhancement | 93,000 compounds, 0.07% hits | AID 1499 | P05107+P11215 | activation, % at 10 µM | K562 CD11b/CD18 adhesion to fibrinogen, ATPlite luminescence;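 active means 10 µM primary screen giving 50% or more activity, confirmed by 40% or more on retest at that dose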; further: strong numbers were not always called active
* = called active by the depositor; · = not tested or not shown; [ ] = remark or other dose.

Sample of the layout:
| ERa SRC1 inh | ERb SRC1 inh | PLK1 inh | FAK inh | molecule | HIV Rev-RRE inh | ERa coact pot | PLK1 PBD inh | Mac1 fbg inh | Mac1 fbg enh |
| --- | --- | --- | --- | --- | --- | --- | --- | --- | --- |
| -4.3[fluorescence artefact?] | 25.4[fluorescence artefact?] | 2.4 | -1.2 | CS(=O)(=O)N(CC(=O)Nc1ccc2c(c1)OCO2)c1ccc(Cl)cc1 | 4.9 | 107.5 | -6.2 | 1.6 | 1.8 |
| 2.2 | 3.5 | -16.1 | -1.2 | O=C1c2ccccc2S(=O)(=O)N1CC(O)Cn1ccc2ccccc21 (stereo not drawn) | 27.7 | 135.1 | -25.0 | 0.0 | 8.0 |
| 3.3[fluorescence artefact?] | 7.4[fluorescence artefact?] | -12.0 | -2.1 | Cc1ccc(S(=O)(=O)N2CCCC(C(=O)Nc3cccnc3)C2)cc1 (stereo not drawn) | -3.9 | 105.7 | 1.1 | -0.3 | -2.8 |
| -6.9 | -5.1 | -4.7 | 1.2 | CC(=O)c1c(OC(=O)c2ccco2)c2ccccc2n1C | 2.3 | 97.8 | -23.5 | 2.4 | 6.9 |
| · | · | -5.4 | 0.0 | Clc1ccc(Cn2c(-c3cccnc3Cl)nc3ccccc32)c(Cl)c1 | 12.6 | · | 11.2 | · | · |

This part in full, previewed entries included:
| ERa SRC1 inh | ERb SRC1 inh | PLK1 inh | FAK inh | molecule | HIV Rev-RRE inh | ERa coact pot | PLK1 PBD inh | Mac1 fbg inh | Mac1 fbg enh |
| --- | --- | --- | --- | --- | --- | --- | --- | --- | --- |
| -4.3[fluorescence artefact?] | 25.4[fluorescence artefact?] | 2.4 | -1.2 | CS(=O)(=O)N(CC(=O)Nc1ccc2c(c1)OCO2)c1ccc(Cl)cc1 | 4.9 | 107.5 | -6.2 | 1.6 | 1.8 |
| 2.2 | 3.5 | -16.1 | -1.2 | O=C1c2ccccc2S(=O)(=O)N1CC(O)Cn1ccc2ccccc21 (stereo not drawn) | 27.7 | 135.1 | -25.0 | 0.0 | 8.0 |
| 3.3[fluorescence artefact?] | 7.4[fluorescence artefact?] | -12.0 | -2.1 | Cc1ccc(S(=O)(=O)N2CCCC(C(=O)Nc3cccnc3)C2)cc1 (stereo not drawn) | -3.9 | 105.7 | 1.1 | -0.3 | -2.8 |
| -6.9 | -5.1 | -4.7 | 1.2 | CC(=O)c1c(OC(=O)c2ccco2)c2ccccc2n1C | 2.3 | 97.8 | -23.5 | 2.4 | 6.9 |
| · | · | -5.4 | 0.0 | Clc1ccc(Cn2c(-c3cccnc3Cl)nc3ccccc32)c(Cl)c1 | 12.6 | · | 11.2 | · | · |
| -4.4 | -1.8[fluorescence artefact?] | -3.3 | -3.3 | Cc1ccc(S(=O)(=O)N2CCN(S(C)(=O)=O)C2)cc1 | 5.4 | 108.7 | -16.0 | 27.0 | 15.8 |
| · | · | -7.0 | -1.7 | CC(=O)N1Cc2ccccc2CC1C(=O)O (stereo not drawn) | 10.2 | · | -3.4 | 16.5 | 0.0 |
| 1.9 | 6.6 | -10.9 | -1.6 | CN(c1ccccc1C(=O)Nc1cccc(Cl)c1Cl)S(C)(=O)=O | 6.5 | 69.8 | 9.7 | -33.5 | -0.4 |
| 0.1 | -1.1 | · | · | CCOC(=O)Cc1csc(NS(=O)(=O)c2ccc3c4c(cccc24)C(=O)N3CC)n1 | · | 102.8 | · | -11.4 | -6.1 |
| -0.8 | -6.6 | -8.8 | -1.0 | CCCCn1c(Cc2ccccc2)nnc1SCC(=O)N1CCOCC1 | 6.9 | 106.4 | -12.6 | · | · |
| -5.5 | -10.8 | -3.7 | 2.9 | CC12CC3(C)CC(C)(C1)CC(C(=O)NC1=NCCS1)(C2)C3 | 17.5 | 96.3 | -13.9 | · | · |
| 13.3 | 4.5 | -2.9 | 2.3 | O=c1[nH]c2cc3c(cc2cc1CN(CCO)S(=O)(=O)c1ccccc1Cl)OCCO3 | 2.7 | 93.7 | 11.6 | -1.6 | -0.4 |
| 2.6[fluorescence artefact?] | 3.9 | 0.3 | -0.4 | CCn1c(Cc2c(C)[nH]c3ccccc23)nnc1SCC(=O)NCc1ccco1 | -1.3 | 98.4 | -22.3 | · | · |
| 31.9[fluorescence artefact?] | 36.1 | 4.9 | -3.4 | CN(C)c1ccc2c(O)cc(=O)n(C)c2c1 | 10.4 | 98.4[fluorescence artefact?] | -15.9 | -9.7 | -4.0 |
| · | · | -11.3 | -1.3 | CCOc1ccc(N2C(=O)CSC2c2ccncc2)cc1 (stereo not drawn) | 3.5 | · | -13.1 | · | · |
| 40.6[fluorescence artefact?] | 11.6[fluorescence artefact?] | · | · | O=C(NC1CCCC1)c1nc2c(nnn2Cc2cccc(Cl)c2)c(=O)[nH]1 | · | 90.6 | · | 36.0 | 1.6 |
| -4.6 | -6.0 | -4.1 | 1.6 | O=C(c1cccs1)c1coc2ccc(O)c(CN3CCOCC3)c12 | 1.2 | 143.2 | 8.6 | 10.6 | 0.9 |
| -1.1 | -3.4 | -9.3 | -1.4 | Cc1cc(=O)oc2ccc(OCC(=O)NCc3ccco3)cc12 | 2.7 | 91.4 | -12.7 | 15.9 | -5.3 |
| -5.7 | 15.6 | -8.1 | 1.0 | Cc1cccc(C(CC(=O)O)n2cccc2)c1 (stereo not drawn) | 0.0 | 98.9 | -13.8 | -2.4 | -0.1 |
| 8.8 | -3.4 | 5.5 | 2.4 | O=C(CCNS(=O)(=O)c1cccc2nsnc12)NCc1cccs1 | -2.5 | 103.7 | 14.6 | 2.7 | -4.0 |
| · | · | -12.0 | 6.6 | Cc1cccn2c(=O)c3cc(C#N)c(=O)n(CC4CCCO4)c3nc12 (stereo not drawn) | 14.8 | · | -23.2 | 3.0 | 0.5 |
| 6.8 | 3.9 | -8.6 | 6.1 | O=C(Nc1cccc(C(=O)N2CCN(Cc3ccccc3)CC2)c1)c1ccccc1 | 4.1 | 101.5 | -6.5 | · | · |
| · | · | -7.6 | -3.6 | CC(C)Cc1cc(C(=O)Nc2cc(Cl)ccc2Cl)no1 | 3.4 | · | 3.7 | -16.9 | -0.2 |
| -11.6 | -11.5 | -11.8 | 1.2 | CC(=O)c1cccc(NC(=O)C2CCCN(S(=O)(=O)c3ccc(F)cc3)C2)c1 (stereo not drawn) | 9.1 | 102.3 | -10.9 | -7.5 | 1.3 |
| -37.9[fluorescence artefact?] | 3.4 | -14.0 | 1.2 | Cc1noc(C)c1CSc1ccccc1C(=O)N1CCN(c2ccccc2)CC1 | 6.4 | 101.3 | 12.5 | · | · |
| 4.4 | 7.5[fluorescence artefact?] | -4.5 | -1.4 | COc1cccc(OCc2nc3ncc(Br)cc3[nH]2)c1 | 8.7 | 104.0 | 18.1 | -12.5 | 0.8 |
| 94.2*[fluorescence artefact?] | -9.7 | -7.5 | 2.6 | C=CCOC(=O)C1=C(C)NC(SCC(=O)Nc2ccc(C)c(Cl)c2)=C(C#N)C1c1ccco1 (stereo not drawn) | 4.6 | 107.2 | 13.1 | 6.5 | 18.6 |
| -8.0 | -5.6 | · | · | CC(C)CC(=O)Nc1ccccc1N1CCCC1 | · | 116.0 | · | 1.1 | 5.9 |
| -1.1 | -8.1 | 2.7 | 21.3* | CCOC(=O)c1cccc(NS(=O)(=O)c2c(C)[nH]c(=O)[nH]c2=O)c1 | 4.5 | 107.4 | 7.4 | 0.2 | -0.6 |
| -1.5 | -5.7 | -8.7 | 4.4 | CCN1CCN(S(=O)(=O)c2ccc(OC)c(Br)c2)CC1 | 7.0 | 83.9 | 12.7 | · | · |
| 91.4*[fluorescence artefact?] | 55.0* | -9.1 | 6.0 | O=C(Nc1cc(C(F)(F)F)ccc1N1CCOCC1)C1Cc2ccccc2CN1C(=O)c1ccco1 (stereo not drawn) | 17.7 | 13.8[fluorescence artefact?] | 1.9 | 18.8 | 44.8 |
| -6.6 | -1.1 | 1.7 | 2.2 | COC(=O)Nc1ccc(S(=O)(=O)N(CCO)CC(F)(F)C(F)F)cc1 | 3.6 | 113.2 | -1.5 | · | · |
| 1.6[fluorescence artefact?] | 2.2 | -5.8 | 2.6 | O=C(Nc1ccc(Cl)c(Cl)c1)OCc1cccnc1 | 5.2 | 87.6 | 4.9 | · | · |
| · | · | -13.6 | 1.6 | CCCOc1ccc(-c2nnn(CC(=O)N3CCC(C)CC3)n2)cc1 | -5.4 | · | -20.0 | 4.9 | 1.3 |
| -8.6 | -7.2 | -10.8 | -0.8 | O=C(Nc1cccnc1)c1ccc2c(c1)C(=O)N(Cc1cccnc1)C2=O | 8.3 | 83.2 | -32.7 | 16.4 | 0.7 |
| -3.5 | -1.1 | -2.6 | -1.2 | CC(C)COC(=O)C(C#N)c1nc2ccccc2nc1N1CCN(Cc2ccc3c(c2)OCO3)CC1 (stereo not drawn) | 23.7 | 100.8[fluorescence artefact?] | 14.7 | -1.9 | -0.8 |
| -3.4 | -12.6 | -0.3 | 2.0 | O=C(Cn1ncnn1)OCc1ccccc1Cl | 2.6 | 122.3 | -14.3 | -23.9 | -3.2 |
| -7.3 | -5.0 | -8.2 | -4.8 | O=S(=O)(N/N=C1\CC(c2ccccc2)Oc2ccccc21)c1ccccc1 (stereo not drawn) | -5.6 | 107.2 | 12.5 | · | · |
| · | · | -9.2 | -1.4 | COc1ccc(/C=N/N=C/c2ccc(OC)c(O)c2)cc1O | 2.6 | · | 8.7 | · | · |
| -12.4 | -14.1 | -7.7 | -0.4 | Cc1cccc2nc(CSc3nnc4ccccn34)cn12 | 4.2 | 92.9 | -3.5 | -19.6 | 6.3 |
| -1.1 | 0.6 | · | · | CN1C(=O)C(O)(CC(=O)c2ccc(F)cc2)c2cc(Br)ccc21 (stereo not drawn) | · | 95.4 | · | 10.7 | 1.2 |
| 1.3 | 5.2 | -11.9 | 1.0 | Cc1ccc2c(c1)[C@@H]1CN(C)CC[C@@H]1N2S(=O)(=O)c1ccc([N+](=O)[O-])cc1 | 0.6 | 99.0 | 1.3 | · | · |
| · | · | -11.3 | -4.8 | O=C(Nc1cc(=O)[nH]c2ncnn12)c1ccc(Cl)cc1Cl | 10.6 | · | -5.4 | -3.9 | -2.5 |
| -4.0 | -1.6 | 23.8 | 0.1 | O=C1C2CCCN2C(c2ccccc2F)N1c1ccc(F)cc1 (stereo not drawn) | 4.4 | 108.1 | -9.0 | -21.7 | 3.1 |
| · | · | -8.6 | -0.1 | COc1cc2c(cc1OC)CN(C(=S)Nc1ccccc1)CC2 | 1.6 | · | -11.8 | · | · |
| 6.7 | 2.9 | -16.5 | 6.4 | CCOc1cc(C2CC(=O)N3CN(C4CCCCC4)CSC3=C2C#N)ccc1O (stereo not drawn) | 5.5 | 91.8 | -4.1 | -1.8 | -0.2 |
| -3.9 | -1.0 | -5.8 | 2.2 | COc1ccc(N2CCN(C(c3cccs3)C(C)NC(=O)c3ccco3)CC2)cc1 (stereo not drawn) | 0.6 | 118.8 | 5.0 | · | · |
| -7.3 | 21.4 | -10.1 | -0.2 | COc1c(F)c(F)c(C(=O)Nc2ccc(N3CCN(Cc4ccccc4)CC3)cc2)c(F)c1F | 6.2 | 82.0[fluorescence artefact?] | -7.3 | 18.1 | -0.4 |
| 0.5 | -13.6 | 1.0 | 12.9 | O=C1NCCc2c1[nH]c1ccccc21 | 6.8 | 111.7 | -33.4 | · | · |
| -23.8 | -15.2 | -8.9 | -3.2 | Cc1cc(C)c2[nH]c(=O)c(CN(Cc3ccco3)C(=O)C3CCCO3)cc2c1 (stereo not drawn) | 3.2 | 110.1 | -2.5 | 7.0 | 1.3 |
| -3.6 | -8.1 | -8.8 | -0.1 | Cc1c(Cl)cnc(NC(=O)CSc2nnc(C)n2Cc2ccccc2)c1Cl | 3.3 | 84.2 | -3.4 | -2.0 | -2.0 |
| -14.3 | -0.5 | 4.1 | 6.2 | CS(=O)(=O)N(CC(=O)NCCC1=CCCCC1)C1CCCCC1 | 0.5 | 117.6 | -3.9 | -5.5 | 4.2 |

Screens as filed in PubChem BioAssay.
